Assay outcomes deposited in PubChem BioAssay by several laboratories.
KOR beta-arrestin-1: KOR antagonists, beta-arrestin recruitment, cell-based, luminescence, uHTS (AID 1778); KOR beta-arrestin recruitment, luminescence, antagonist mode; higher % means a stronger effect; inhibition, % at 10 µM, or IC50 in µM where a hit was titrated; 290,000 tested, 0.091% active; note: strong numbers were not always called active
Myeloid diff 2: compounds promoting myeloid differentiation | calls only at 10 µM | ER-HoxA9 myeloid progenitors, lysozyme-GFP differentiation, flow cytometry | 360,000 tested, 1% active | AID 624256;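 active = normalized GFP-positive differentiation at or above the plate's own cutoff, the solvent-only control mean plus 3 SD; inconclusive = no clear call, values can overlap the other calls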;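 note: cells exposed to compound for four days before flow analysis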
NOD1 inhibition: inhibition of NOD1-driven NF-kB reporter – cell-based, luminescence, uHTS, primary screen (AID 1578). NOD1-driven NF-kB luciferase reporter cells, luminescence; higher % means a stronger effect. 290,000 tested, 1% active. inhibition, % at 4 µM; hits with a dose series show EC50 in µM; in the data active = inhibition mostly above about 36%, no sharp cut-off; inactive = mostly below about 34%;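 note: HEK-293T reporter cells stimulated with the NOD1 agonist gamma-tri-DAP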
HIV fusion peptide: inhibitors of HIV fusion peptide binding, primary screen, biochemical, uHTS, fluorescence dequenching (AID 1986). cell-free peptide binding, fluorescence dequenching, 30 min; higher % means a stronger effect. inhibition, % at 20 µM, or IC50 in µM where a hit was titrated. 290,000 tested, 0.3% active; in the data active = inhibition mostly above about 52%, no sharp cut-off; inactive = mostly below about 76%; note: some results filed as inactive read as strong as hits
KOR beta-arrestin-2: kappa opioid receptor activators – cell-based, luminescence, uHTS, primary screen (AID 1777). KOR beta-arrestin recruitment, luminescence; higher % means a stronger effect. activation, % at 10 µM, or EC50 in µM where a hit was titrated. 280,000 tested, 0.02% active; in the data active = activation above about 50%, passing the limit was not always enough; note: a part of the inactive calls stands beside numbers as strong as those of hits
HEK293 NOD2/NF-kB: inhibition of NOD2-driven NF-kB reporter – cell-based, luminescence, uHTS, HEK293 (AID 1566) | 290,000 tested, 0.63% active | inhibition, % at 4 µM, or EC50 in µM where a hit was titrated | HEK293 NOD2/NF-kB luciferase reporter, luminescence; higher % means a stronger effect; note: many of its hits are not listed in these tables
GPR55 activation: selective activators of receptor GPR55 – imaging, U2OS cells, beta-arrestin-GFP redistribution, primary screen (AID 1961) | 290,000 tested, 0.048% active | activation, % at 10 µM, or EC50 in µM where a hit was titrated | U2OS GPR55 beta-arrestin-GFP redistribution imaging; higher % means a stronger effect;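 active = activation above 40% with more than 50 cells counted in the well; inconclusive = wells holding fewer than 50 cells, flagged as toxic or sparse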;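 note: U2OS osteosarcoma cells stably expressing GPR55 and beta-arrestin-GFP; plate controls were DMSO negative control for no effect and LPI positive control for full effect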
GPR35 arrestin U2OS: GPR35 antagonists blocking zaprinast-driven arrestin recruitment, primary screen, imaging, U2OS, beta-arrestin-GFP, zaprinast agonist (AID 2058). U2OS GPR35 beta-arrestin-GFP translocation imaging, zaprinast antagonism; higher % means a stronger effect. one-dose inhibition, % at 10 µM; IC50 in µM for titrated hits. 290,000 tested, 0.052% active;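 active = inhibition of at least 50% with at least 30 cells and total cytoplasm GFP at most 10,000,000; inconclusive = under 30 cells or total GFP of 10,000,000 plus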
GPR55 LPI antagonism: inhibition of LPI-stimulated GPR55 beta-arrestin translocation – imaging, U2OS, beta-arrestin-GFP, LPI agonist, primary screen (AID 2013). U2OS GPR55 beta-arrestin-GFP translocation imaging, LPI antagonism; higher % means a stronger effect. one-dose inhibition, % at 10 µM; IC50 in µM for titrated hits. 290,000 tested, 0.13% active;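 active = spots per cell inhibited over 60%, with over 100 cells counted and total cytoplasm intensity under 500,000; inconclusive = wells with under 100 cells, flagged as likely toxic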;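 note: U2OS cells stably carrying GPR55 and arrestin-GFP stimulated by 5 µM LPI near EC80; imaged beta-arrestin-GFP aggregate spots per cell after agonist stimulation; plate controls were LPI-stimulated DMSO wells for no effect and DMSO wells without LPI for full effect; some results filed as inactive read as strong as hits; confirmed hits need IC50 under 10 µM and bright autofluorescent wells are also inconclusive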
Myeloid diff 2 GFP+ MAC1+ %: also measured in Myeloid diff 2; calls as there; GFP+ MAC1+ double positive, %; measured here: differentiation confirmed by MAC1 staining
Starred values were filed as active, the others as inactive; i = inactive; ? = inconclusive; nt = not tested or not shown; [ ] = another dose, or the depositor's remark. Cut-off read from the data, not from the text of the source, unless noted: active = inhibition above about 50%; inactive = the rest. Some of the compounds tested (hit frequency here may not be typical).

SMILES | KOR beta-arrestin-1 | Myeloid diff 2 | Myeloid diff 2 GFP+ MAC1+ % | NOD1 inhibition | HIV fusion peptide | KOR beta-arrestin-2 | HEK293 NOD2/NF-kB | GPR55 activation | GPR35 arrestin U2OS | GPR55 LPI antagonism
CSc1nc(-c2ccccc2)nn1S(=O)(=O)c1ccc(Cl)cc1 | -21% | i | 7.3 | -36% | -2.3% | -0.6% | 1% | -0.1% | -11% | -1%
CCOc1ccc(NC2CCN(C(C)=O)CC2)cc1 | 20% | i | 1.9 | -6% | 1.2% | -4.5% | 8% | 0.4% | 6% | -8%
COc1ccc(N2CCN(C3CCCN(C(=O)CSC)C3)CC2)cc1 (stereo unspecified) | 5%[20 µM] | i | 0.6 | -27% | -1.1% | -6.5% | 6% | -0.1% | 4% | -2%
CCC(C)NC(=O)CCn1ccc2cc(S(=O)(=O)N3CCCC3)ccc21 (stereo unspecified) | 0% | i | 9.3 | 0% | -0.3% | -3.2% | 9% | -0.2% | 3% | -6%
CSCC[C@H](NC(=O)N1CCn2c1nc1ccccc12)C(=O)NCc1ccc(C)cc1 | nt | i | 1.2 | 3% | 1.9% | nt | 12% | -0.2% | -3% | 16%
CC#CCN1c2ccccc2[C@]23C[C@@H](C(=O)OC)N(C(=O)C4CCC4)C2=NC(C(=O)OC)=C(C(=O)OC)[C@H]13 | 33% | i | 1.0 | 10% | -1.0% | -0.2% | 32% | -0.2% | -16% | 6%
COC(=O)c1ccccc1NC(=O)c1cc2ncc(Br)cn2n1 | -34% | i | 0.8 | -20% | -0.6% | 4.1% | 6% | -0.1% | 3% | 20%
CO/N=C(/CNC(=O)c1ccc(Cl)cc1Cl)c1ccc(Cl)cc1 | 14% | i | 1.2 | 16% | -0.3% | -1.2% | 22% | -0.1% | -1% | nt
COc1ccc(C(=O)Nc2ccc(NC(=O)C3CC3)cn2)cc1 | -29% | i | 0.8 | -16% | 3.1% | 2.3% | 10% | 0.3% | 8% | -14%
CC(=O)Nc1ccc(S(=O)(=O)N2CCN(c3cc(C)ccc3C)CC2)cc1 | 3% | i | 1.2 | 34% | 0.3% | -2.7% | 3% | -0.1% | -16% | 9%
CC(=O)Nc1ccc(S(=O)(=O)c2c(N)n(CCN3CCOCC3)c3nc4ccccc4nc23)cc1 | -43% | i | 0.5 | -5% | 9.6% | 2.5% | 9% | -0.1% | -28% | -7%
CC1CCN(C(=O)CSCC(=O)O)CC1 | -36%[20 µM] | i | 0.3 | -2% | -1.8% | nt | 0% | -0.1% | 14% | 0%
COc1ccc(N2CCN(C(=O)CCCCCn3c(=S)[nH]c4cc5c(cc4c3=O)OCO5)CC2)cc1 | -65% | i | 4.6 | -34% | 0.2% | 27% | 20% | -0.1% | 8% | 4%
Cc1onc(C(=O)/C=C/N(C)C)c1C(=O)Nc1nccs1 | 0% | i | 0.5 | 13% | 0.0% | 0.9% | 6% | -0.1% | 10% | 1%
CN(C)c1ccc(CNn2cnnc2)cc1 | 20% | i | 0.2 | -10% | 0.0% | -1.4% | 5% | 0.6% | 19% | 9%
O=[N+]([O-])c1cccc(CN2CCN(Cc3ccco3)CC2)c1 | -10% | nt | nt | 6% | -0.2% | -1.1% | -7% | 0.0% | 5% | -7%
O=Cc1ccc(Sc2nnc(-c3ccccc3)o2)c([N+](=O)[O-])c1 | -47% | i | 0.5 | 34% | -1.1% | 24% | 8% | -0.1% | 1% | 5%
Cc1sc2ncnc(SCC(=O)NC(=O)c3cccn3C)c2c1C | -33% | i | 0.6 | 14% | 0.3% | 0.0% | 11% | -0.5% | -5% | -2%
Cc1nnc(-c2cnn(C)c2N)n1CCCN(C)C | -3% | i | 0.5 | -10% | -2.3% | -6.3% | 16% | -0.3% | 4% | 13%
Cc1ccc(C)c(NC(=S)/C(=C(\[O-])c2ccc(OC(F)F)cc2)[n+]2ccccc2)c1 | -24% | i | 0.4 | -47% | -1.5% | 2.4% | 6% | 0.2% | 6% | 7%

Individual results from the list.
Cc1nnc(-c2cnn(C)c2N)n1CCCN(C)C in HIV fusion peptide = -2.3%
O=[N+]([O-])c1cccc(CN2CCN(Cc3ccco3)CC2)c1 in GPR55 activation = 0.0%

Continuation:
SMILES | KOR beta-arrestin-1 | Myeloid diff 2 | Myeloid diff 2 GFP+ MAC1+ % | NOD1 inhibition | HIV fusion peptide | KOR beta-arrestin-2 | HEK293 NOD2/NF-kB | GPR55 activation | GPR35 arrestin U2OS | GPR55 LPI antagonism
Cc1ccc(S(=O)(=O)Nc2ccc(N3CCCCC3)cc2)cc1 | 9% | i | 0.3 | -6% | -0.3% | -5.3% | 10% | 0.2% | -9% | -1%
CC(=O)c1ccc(NC(=O)CSc2nnc(Cn3cnc4ccccc43)o2)cc1 | 10%[20 µM] | i | 0.4 | -30% | 3.2% | nt | -11% | 0.3% | -2% | 5%
Cc1cc(C)c([N+](=O)[O-])cc1-c1ccc(/C=N/NC(=O)c2nonc2N)o1 | -47% | i | 0.5 | 9% | 10% | -0.9% | 9% | 0.3% | 1% | 3%
CCOc1ccccc1C(=O)NCc1ccc2c(c1)OCO2 | -32% | i | 0.5 | nt | 0.4% | 3.8% | 14% | -0.1% | 2% | 11%
CCc1ccc(OCC(=O)NC(NC(=S)Nc2ccc(C)cc2C)C(Cl)(Cl)Cl)cc1 (stereo unspecified) | -18% | i | 0.8 | 21% | 0.5% | 1.4% | 0% | -0.1% | 4% | 14%
COc1ccc(N(C)S(=O)(=O)c2cccc(C(=O)Nc3ccc4c(c3)OCCO4)c2)cc1 | -17% | i | 0.1 | -19% | -0.7% | 3.1% | 37% | 0.1% | 2% | 0%
Cn1cc(S(=O)(=O)N2CCCC2)cc1C(=O)NCc1ccccc1Cl | 24%[20 µM] | i | 1.8 | -5% | -0.4% | -4.9% | 20% | 0.5% | -5% | 2%
O=C(O)c1ccc(-c2nc(-c3ccccc3Cl)cs2)cc1 | -76%[20 µM] | i | 0.2 | -32% | 19% | 0.5% | -55% | 0.4% | 14% | -3%
CCOC(=O)c1c(-c2ccc(OC)cc2)oc2ccc(OCC(N)=O)cc12 | 10% | i | 0.4 | -3% | -1.8% | -3.7% | 23% | 0.0% | -5% | 6%
CN(C)c1nc(F)c(F)c(S(=O)(=O)c2ccccc2)c1F | 11% | i | 0.7 | 0% | -1.3% | -4.0% | 20% | 0.0% | 1% | -10%
CCOC(=O)N1CCC(NS(=O)(=O)c2cc3c(cc2C)NC(=O)CO3)CC1 | 11% | i | 0.8 | -3% | 0.7% | -5.4% | 12% | 0.0% | 11% | -1%
CCCc1nnc(SCC(=O)O)n1CC | -6% | i | 0.3 | -9% | 1.3% | 4.1% | 4% | -0.1% | -18% | 4%
COc1cc2c(cc1OC)C(C)N(C(=O)c1cc(C)on1)CC2 (stereo unspecified) | -111% | nt | nt | -12% | -1.2% | 1.8% | -8% | -0.1% | -5% | -16%
CCOC(=O)CCCCCN1C(=O)c2cccc3cccc(c23)C1=O | -11% | i | 0.3 | -24% | -0.2% | -0.3% | 3% | 0.6% | 10% | -7%
COc1cc(OC)c(C(=S)N2CCCC2)cc1OC | -19%[20 µM] | i | 0.4 | -28% | -2.7% | -2.8% | -7% | -0.2% | 0% | -2%
COCCNc1nc2c(-c3cccc(C(F)(F)F)c3)nnn2c2ccccc12 | 12% | i | 0.6 | -14% | 1.6% | -5.0% | -1% | 0.0% | -9% | 4%
CCCCN(CCCC)Cc1cc2ccccc2c2c1COC2 | 24% | i | 1.0 | 16% | 4.7% | 3.4% | -6% | -0.1% | 1% | 13%
COc1nc(OCC#N)nc(N(C)C)n1 | -2% | i | 1.2 | 20% | -1.7% | -2.7% | 4% | -0.1% | 4% | 2%
COc1ccc(NC(=S)Nn2cnnc2)c(OC)c1 | 4% | i | 1.9 | -24% | -1.1% | -4.0% | 2% | -0.1% | 5% | -2%
O=C1[C@H]2[C@@H](c3ccc(F)cc3)N3C(=O)N(c4cccc(Cl)c4)C(=O)[C@@]3(Cc3ccc(Cl)cc3)[C@H]2C(=O)N1C1CCCCC1 | -50%[20 µM] | i | 2.6 | -2% | 2.2% | 0.3% | 2% | -0.1% | 13% | 12%
NS(=O)(=O)c1ccc(NC(=O)COC(=O)Cc2ccc(Cl)cc2)cc1 | 9% | i | 0.6 | -10% | 1.2% | 4.2% | 9% | 0.4% | 4% | -14%
Cc1ccc(O)c(NC(=O)c2cc(-c3cccs3)on2)c1 | -36% | ? | nt | -27% | -0.2% | -0.1% | 9% | 0.0% | 15% | 14%
Nc1cccc(CCc2ccncc2)c1 | 2% | i | 0.7 | 3% | -3.5% | -1.0% | 11% | 0.0% | -6% | 4%
C=CCSC1=NC(N)=C(C#N)C2(CCCCC2)C1C(N)=O (stereo unspecified) | 2% | i | 0.9 | -15% | -2.2% | 12% | 8% | -0.2% | 2% | 8%
COc1ccc(N2CCN(C(=O)CN(c3ccccc3)S(C)(=O)=O)CC2)cc1 | 14% | i | 0.8 | 3% | -1.5% | -2.7% | 16% | 0.0% | 14% | -2%
CCOC(=O)c1c(CN(CC)CC)n(C)c2cc(Br)c(O)cc12 | 7% | i | 0.2 | -2% | -1.0% | 3.5% | 6% | 0.5% | -17% | 5%
COc1ccc(N(CC(=O)NCC2CCCO2)S(=O)(=O)c2ccccc2)cc1OC (stereo unspecified) | 7% | i | 1.2 | -12% | -1.8% | -3.0% | 9% | -0.2% | 7% | 4%
O=C(OCC(=O)N(C1CCCCC1)C1CCCCC1)c1ccco1 | 0% | i | 5.5 | -7% | 3.3% | 16% | -9% | -0.1% | -5% | 1%
O=c1c2ccccc2cnn1Cc1n[nH]c(=S)n1-c1cc(Cl)cc(Cl)c1 | 9% | i | 0.4 | -17% | 2.8% | 3.2% | -1% | 0.1% | -14% | 5%
CC1CN(CCOc2ccccc2-c2ccccc2)CC(C)O1 (stereo unspecified) | 28% | i | 0.7 | -19% | 1.1% | -1.1% | -13% | -0.2% | 4% | 26%
CCN(CC)CCCNC(=O)CSc1c2c(nc3cc(Cl)ccc13)CCCC2 | -14% | i | 0.7 | -24% | 2.1% | -4.7% | -10% | 2.1% | -6% | 28%
Cc1ccc(NC(=O)CCNS(=O)(=O)c2cc(Br)cnc2N)cc1Cl | 13% | i | 0.5 | -33% | 0.8% | 3.0% | -2% | -0.1% | 4% | 4%
COc1ccc(C2/C(=C(/O)c3ccccc3)C(=O)C(=O)N2CO)cc1 (stereo unspecified) | -6% | i | 0.6 | nt | -1.7% | 4.8% | 6% | -0.3% | 16% | 6%
Cn1c(SCc2nnc(-c3ccccc3Br)o2)nc2sc3c(c2c1=O)CCC3 | -14% | i | 2.0 | -2% | 1.2% | 32% | 16% | 0.1% | -11% | -4%
